Screens: PubChem BioAssay, National Center for Advancing Translational Sciences (NCATS)
G9a block: qHTS Assay for Inhibitors of Histone Lysine Methyltransferase G9a; 350,000 compounds, 8.8% hits; Histone-lysine N-methyltransferase EHMT2 (Homo sapiens), Q96KQ7; Potency, µM (doses to about 102 µM), for the others: at the top dose activity, negative = inhibition, usual class: inhibitors; G9a H3K9 monomethylation, AlphaScreen, 2 h; also: potency is read from the fitted curve at half-maximal effect; % is scaled to controls: 0 for no effect and ±100 for the full control effect; nearly all actives have a fitted effect of over 75% in size
Target sequence (Q96KQ7 913-1193 limits assumed): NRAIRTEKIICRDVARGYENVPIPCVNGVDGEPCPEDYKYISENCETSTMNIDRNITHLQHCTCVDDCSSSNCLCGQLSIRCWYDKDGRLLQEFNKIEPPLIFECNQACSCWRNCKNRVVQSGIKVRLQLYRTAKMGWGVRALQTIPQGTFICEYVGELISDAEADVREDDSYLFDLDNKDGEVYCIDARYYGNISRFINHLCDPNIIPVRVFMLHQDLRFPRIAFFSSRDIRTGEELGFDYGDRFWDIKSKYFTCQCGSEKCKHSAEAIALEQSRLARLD
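Chemiluminescent proximity detection of H3K9 monomethylation, read after 10 min bead incubation in the dark. Reaction: 20 nM G9a, 500 nM biotin-H3K9 peptide, 20 uM SAM cofactor, 2 h, room temperature, following 15 min enzyme-compound preincubation.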
JMJD2A Tudor: qHTS Assay for Inhibitors of JMJD2A-Tudor Domain; Lysine-specific demethylase 4A (Homo sapiens), O75164; AlphaScreen JMJD2A-Tudor / H3K4me3 peptide binding; Potency, µM (top dose mostly 114 µM), for the others: at the top dose activity change, negative = inhibition, most hits filed as inhibitors; 390,000 compounds, 4.4% hits; AID 504339, 2011; also: potency is read from the fitted curve at half-maximal effect; % is scaled to controls: 0 for no effect and ±100 for the full control effect; nearly all actives have a fitted effect of over 50% in size
PI4K2A block: qHTS for small molecular inhibitors of PI4K2A; Phosphatidylinositol 4-kinase type 2-alpha (Homo sapiens), Q9BTU6; purified PI4K2A, ADP-Glo luminescence, 1 h; stronger effect = lower value; activity change, negative = inhibition, % at 76.9 µM; 420,000 compounds, 0.13% hits; in the data active = activity change below about -50%; inconclusive = mostly about -30% to -49%;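 also: -100% = wells without enzyme as full effect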
Target sequence (Q9BTU6 whole entry, looked up): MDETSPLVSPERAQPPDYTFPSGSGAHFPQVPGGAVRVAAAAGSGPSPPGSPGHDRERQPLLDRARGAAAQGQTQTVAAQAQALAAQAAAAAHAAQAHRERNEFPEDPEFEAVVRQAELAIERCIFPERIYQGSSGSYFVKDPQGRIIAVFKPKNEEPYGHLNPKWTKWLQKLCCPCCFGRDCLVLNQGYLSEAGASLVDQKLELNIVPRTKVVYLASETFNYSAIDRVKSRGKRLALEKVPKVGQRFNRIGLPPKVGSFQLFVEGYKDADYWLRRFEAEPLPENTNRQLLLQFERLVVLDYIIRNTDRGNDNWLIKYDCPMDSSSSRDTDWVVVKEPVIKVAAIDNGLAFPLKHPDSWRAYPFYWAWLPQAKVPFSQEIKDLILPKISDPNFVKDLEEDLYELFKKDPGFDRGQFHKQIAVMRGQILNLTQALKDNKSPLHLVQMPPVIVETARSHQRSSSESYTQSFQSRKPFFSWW
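ADP-Glo luminescence measured ADP generated by PI4K2A enzyme (4 ug/mL before mixing) with 1.2 mM PI substrate (pre-mix) and 300 microM ATP (pre-mix). Tris pH7.5 buffer with MgCl2, Triton X-100; 1 h reaction at ambient temperature.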
Pin1 inh: qHTS Assay to Find Inhibitors of Pin1 | 390,000 compounds, 0.009% hits | Potency, µM (series often up to 115 µM), for the others: at the top dose activity, negative = inhibition, actives largely listed as inhibitors | Peptidyl-prolyl cis-trans isomerase NIMA-interacting 1 (Homo sapiens), Q13526 | AID 504891, 2011 | Pin1 FP peptide displacement, HiFluor488, 10 min; active = well fitted inhibition curve with a large enough effect in the polarisation, with a control signal flat, not every such curve was filed as active; inconclusive = small, poorly fitted or top-dose-only effect, or effect the other way, or a change in a side signal; inactive = no such curve, though single readings can be large or run the other way; the % refers to the polarisation; also: potency is read from the fitted curve at half-maximal effect; % is scaled to controls: 0 for no effect and ±100 for the full control effect
PGK inhibitor: qHTS Assay to Find Inhibitors of Phosphoglycerate Kinase | PGK/GAPDH coupled, Kinase-Glo luminescence, 60 min | Potency, µM (top dose mostly 57.5 µM), for the others: top-dose activity change, negative = inhibition, hits mostly inhibitors | Phosphoglycerate kinase, glycosomal (Trypanosoma brucei brucei), P07378 | 380,000 compounds, 0.043% hits; also: potency is read from the fitted curve at half-maximal effect; % is scaled to controls: 0 for no effect and ±100 for the full control effect; nearly all actives have a fitted effect of over 60% in size
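Luminescent ATP detection (Kinase-Glo Plus) follows a 60-minute room-temperature incubation, with wells lacking PGK as controls. Buffer: 100 mM TEA (pH 7.6), 5 mM MgCl2, 0.01% Tween-20. Coupling enzyme GAPDH (100 nM final) supplies unstable 1,3-BPG in-well.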
POLH inh: qHTS for Inhibitors of Polymerase Eta; AID 588591, 2011; 390,000 compounds, 1.2% hits; Potency, µM (highest dose often 114 µM), without a hit: at the highest dose activity change, negative = inhibition, actives largely listed as inhibitors; DNA polymerase eta (Homo sapiens), Q9Y253; recombinant Pol eta, fluorescent DNA replication assay; also: potency is read from the fitted curve at half-maximal effect; % is scaled to controls: 0 for no effect and ±100 for the full control effect
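Pol eta at 10 nM preincubated with compounds 15 min at room temperature; reaction started with fluorescent substrate (50 nM final) and read kinetically at 0 and 10 min.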
HP1b chromo inh: HTS for Inhibitors of HP1-beta Chromodomain Interactions with Methylated Histone Tails; Chromobox protein homolog 1 (Homo sapiens), P83916; AlphaScreen HP1-beta / biotin-H3K9me3 peptide binding; Potency, µM (doses to about 114 µM), inactives show at the top dose activity change, negative = inhibition, actives largely listed as inhibitors; 390,000 compounds, 0.56% hits; AID 540317, 2011; also: potency is read from the fitted curve at half-maximal effect; nearly all actives have a fitted effect of over 70% in size; inactives centre near 23
Target sequence (P83916 whole entry, looked up): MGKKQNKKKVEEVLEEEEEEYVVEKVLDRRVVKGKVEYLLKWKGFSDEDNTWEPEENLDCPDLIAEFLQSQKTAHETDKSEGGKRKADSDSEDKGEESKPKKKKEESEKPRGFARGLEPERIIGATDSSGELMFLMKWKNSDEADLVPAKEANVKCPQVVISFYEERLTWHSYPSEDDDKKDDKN
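Compound inhibition of the preformed complex between 50 nM HP1-beta and 50 nM biotinylated H3K9me3 peptide was read by AlphaScreen. Buffer was PBS pH 7.4 with 0.01% Tween-20. Incubations ran 30 min at room temperature, with 10 ug/mL donor/acceptor beads.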
GLS inh: qHTS for Inhibitors of Glutaminase (GLS); GLS enzymatic activity, qHTS titration; Potency, µM (titrated, usually from 45.5 µM), inactives show top-dose activity change, negative = inhibition, actives largely listed as inhibitors; Glutaminase kidney isoform, mitochondrial (Homo sapiens), O94925; AID 624170, 2012; 410,000 compounds, 0.21% hits; also: potency is read from the fitted curve at half-maximal effect; % is scaled to controls: 0 for no effect and ±100 for the full control effect
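hKGA; 45 mM KH2PO4 pH 8.2 + 0.02% Tween-20; cpd via pin tool; 1 mM Gln soln; GluOx/HRP/Amplex Red; RT 30 min; fluor. t0 & final.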
BAZ2B block: qHTS Assay for Inhibitors of BAZ2B | Bromodomain adjacent to zinc finger domain protein 2B (Homo sapiens), Q9UIF8 | AlphaScreen BAZ2B-H3K14Ac peptide displacement | Potency, µM (doses to about 114 µM), for inactives: at the top dose activity change, negative = inhibition, actives largely listed as inhibitors | 360,000 compounds, 4.4% hits; also: potency is read from the fitted curve at half-maximal effect; % is scaled to controls: 0 for no effect and ±100 for the full control effect; nearly all actives have a fitted effect of over 60% in size
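Compounds, titrated to a top concentration of 110 uM, were incubated 30 min at room temperature with preformed BAZ2B/acetyl-K14 H3 peptide complex (50 nM each). Proximity signal was measured by AlphaScreen after 20 min with beads.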
* marks the source's active call; other numbers are inactive results; i = inactive; ? = inconclusive; / = not tested or not shown; & = joins results of further samples; [ ] = remark or other dose. Unless noted, calls follow the shape of the dose curve; as a rule, active = well fitted curve in the direction sought with a large enough effect; inconclusive = small, poorly fitted or top-dose-only effect, or another doubt; inactive = no such curve, though single readings can be large; an effect the other way counts as inactive or inconclusive.

Each structure is followed by: G9a block, JMJD2A Tudor, PI4K2A block, Pin1 inh, PGK inhibitor, POLH inh, HP1b chromo inh, GLS inh, BAZ2B block
O=C(NNC(=O)c1ccccc1F)c1ccc2[nH]c(=O)c(=O)[nH]c2c1
  21%, 5%, -4, 1%, -6%, ?, 46%[activator], 7%, -13%
CCC1CCCCN1C(=O)c1cc2c(=O)n3cccc(C)c3nc2s1 (stereo not given)
  138%[activator], 52%[activator], -1, 0%, -2%, -10%, 117%[activator], -16%, 55%[activator]
COc1ccc(NC(=O)C(=O)NCCc2csc3nc(-c4ccccc4C)nn23)cc1
  2%[59 µM], -19%, 0, 42%[activator], -7%, -18%, 15%, -2%, 3%
COCCNC(=O)c1cn(C)c2ccccc2c1=O
  -6%, -1%, 1, -1%, -8%, -12%, 36%, -6%, -22%
CC1CCC(NC(=O)c2ccc3c(c2)OCO3)CC1 (stereo not given)
  23%, -14%, -3, -2%, -7%, -17%, 24%, 0%, -3%
COc1cc(OC)cc(-n2nnnc2SCC(=O)NC2CCCC2)c1
  18%[12.7 µM], -13%, -7, 1%, -4%, -13%, 16%, 4%, -1%
COc1cc(OC)c(C2C(C#N)=C(C)NC(C)=C2C#N)c(C(=O)O)c1
  -4%, -5%, 2, -1%, i, -12%, 39%[activator], 14%, -2%
Cc1nn(CCCC(=O)Nc2cccnc2Cl)c(C)c1[N+](=O)[O-]
  -30%, -5%, 7, 4%, 8%, -18%, 31%, -5%, 5%
COc1ccc(NC(=O)c2cc(-c3cccnc3)nc3ccc(C)cc23)cc1OC
  -34%[0.501 µM], -4%, 9, 3%, -9%, -24%, 33%[activator], -6%, ?
Cc1cccn2c(/C=N/OCc3cccc(F)c3)c(-c3ccc(Cl)cc3)nc12
  17%[0.0925 µM], 82%[activator], -3, -3%, -11%, -8%, 120%[activator], -12%, 39%
COC(=O)CSc1nnc(-c2ccc(OC)c(OC)c2)o1
  14%, -6%, -5, 2%, i, -13%, 14%, -9%, -19%
Cc1ccc([C@H]2C[C@H](n3cc(COC(=O)c4ccccc4)nn3)[C@@H](O)CN2CC2CCCCC2)cc1
  /, /, -6, /, -4%, -11%, /, -2%, /
S=c1[nH]nc(-c2ccc(Cl)cc2)n1-c1ccc2c(c1)OCCO2
  1.8µM*, ?, -6, -7%, -7%, -13%, 14%, -5%, -33%
O=C1C(Cl)=C(N2CCOCC2)C(=O)N1c1cccc(Cl)c1
  ?, ?, 7, 1%, -2%, -7%, 76%[activator], -4%, 33%
Cc1coc2c1c(C)cc1oc(=O)c(CC(=O)N[C@@H](CC(C)C)C(=O)O)c(C)c12
  50µM*, -29%, -4, ?, 5%, 7%, 18%, 3%, 2%
CCOC(=O)c1ccc2nc(C)c(CC)c(Cl)c2c1
  /, 1%, -1, 0%, -9%, -12%, 35%[activator], 0%, 34%
CC(=O)Nc1ccc(NC(=O)C(C)OC(=O)c2c(C)nn(-c3ccccc3)c2Cl)cc1 (stereo not given)
  -18%[59 µM], -20%, -4, -5%, i, -20%, 10%, 3%, 6%
COc1ccc(C(=O)/C=C/Nc2ccc(S(N)(=O)=O)cc2)cc1OC
  /, 5%, -4, 7%, -15%, -10%, 13%, 3%, 3%
O=C(NC(=S)Nc1cc(S(=O)(=O)N2CCOCC2)ccc1O)c1ccco1
  10µM*, -23%, 1, -7%, -1%, -7%, ?, -6%, -31%
CCN1C(=O)N[C@@H](c2ccco2)C(C(C)=O)=C1C
  /, -10%, 6, -9%, -15%, -21%, 53%[activator], -15%, /
COc1ccc(CC(=O)Oc2ccc(F)cc2)cc1
  71%[activator], 62%[activator], -3, -2%, 10%, -14%, 82%[activator], -2%, 44%[activator]
CCC(CC)C(=O)Nc1ccc(-c2cn3cccnc3n2)cc1
  37%, -13%&-7%, -3&-1, -3%&-3%, i, -4%&-15%, 36%&48%, -3%&-2%, 4%&-14%
CCOC(=O)c1ccc(NC(=O)CNC(=O)c2ccccc2)cc1
  30%[0.501 µM], -18%, 3, -3%, -4%, -1%, 21%, 0%, -9%
CC(C)n1c(-c2ccccc2F)n[nH]c1=S
  /, 4µM*, -1, -11%, -3%, -6%, 16%, -1%, -6%
OCC(CO)(CO)NCC(O)CN1c2ccccc2Sc2ccccc21 (stereo not given)
  18%, -21%, -6, 1%, -3%, ?, 28%, -1%, -18%
Cc1ccc(-n2cc(CN3CCCN(C=O)CC3)c(-c3ccc(F)cc3)n2)cc1
  4%[0.501 µM], -13%, 2, -2%, 0%, -14%, 33%, -9%, -8%
O=C1C2C3C=CC(C3)C2C(=O)N1c1cccc2ccccc12 (stereo not given)
  -5%, -10%, -1, 0%, -8%, -16%, 27%, -6%, 2%
CN1C(=O)/C(=C/c2ccc3c(c2)OCO3)N=C1c1ccccc1
  19%[59 µM], -2%, 7, ?, 1%, -9%, 54%[activator], 3%, 6%
CCCn1c(SCC(=O)Nc2ccccc2Oc2ccccc2)n[nH]c1=O
  -15%, -14%, -4, 0%, 0%, 0%, 6%, 7%, -5%
CN(C)/C=C(\C(=O)c1ccccc1)c1nnnn1-c1ccccc1
  -3%, 2%, -14, -1%, 5%, -17%, -1%, 3%, -7%
CC1=C(C(=O)OC(C)(C)C)C(c2cccc3ccccc23)NC(=O)N1 (stereo not given)
  15%, -14%, -9, -4%, 2%, -6%, 12%, 15%, 5%
COc1ccc(NC(=O)c2cc(-c3cccs3)on2)cc1
  15%, -7%, -6, 7%, -3%, -12%, -10%, -7%, -1%
O=C(NC1CCCCC1)N1CCC(c2nc3ccc(Cl)cc3[nH]2)CC1
  -14%, -12%, -9, -10%, 1%, -7%, 18%, 3%, 68%[activator]
COc1ccc(C(=O)NCC2(N3CCN(C)CC3)CCCCC2)cc1
  -6%[59 µM], 4%, 0, -8%, -4%, 11%, 37%, 14%, 2%
COc1ccc2nc(NC(=O)c3ccccc3F)sc2c1
  /, -5%, -5, 3%, 1%, -8%, 37%[activator], 6%, ?
CCOC(=O)c1ccc(NC(=O)Cn2cccc2)cc1
  ?, -32%, 1, 5%, -10%, -10%, 14%, 0%, ?
O=C(CCNC(=O)c1ccccc1Cl)N/N=C\c1ccc(O)cc1
  0%, -24%[11.4 µM], -1, -2%, i, -20%, 7%, ?, -14%
CCOc1ccc(NC(=O)C(=O)NCc2ccco2)cc1
  5%[59 µM], -12%, 0, 4%, -3%, -4%, 9%, -1%, 4%
CCCNS(=O)(=O)c1ccc(OCC(=O)Nc2ccc3c(c2)OCO3)cc1
  /, -2%, 1, -10%, 9%, -7%, 16%, 8%, -12%
COc1ccc(-n2c(N)c(C(=O)NCC3CCCO3)c3nc4ccccc4nc32)c(OC)c1 (stereo not given)
  120%[activator], 12%, 5, ?, 2%, -23%, 94%[activator], 2%, 41%[activator]
O=C(COC(=O)c1cccc(S(=O)(=O)N2CCCCC2)c1)NC1CCCCC1
  6%[59 µM], -7%, -4, -4%, 0%, -4%, 36%, -1%, 6%
COc1ccc(C2C(C#N)=C(/N=C/N3CCOCC3)OC3=C2C(=O)CC(C)(C)C3)cc1OC (stereo not given)
  23%, -22%, -5, -6%, i, 5%, 6%, -2%, ?
Cc1occc1-c1nnc(SCC(=O)NC2CCCCC2C)o1 (stereo not given)
  -51%, -9%, -3, 7%, -2%, -14%, 25%, -10%, -24%
CCCc1cc(=O)oc2cc(OCc3cc(OC)c(OC)c(OC)c3)c(Cl)cc12
  9%, 1%, 12, -9%, 7%, -3%, 29%, 8%, 4%
Cc1ccc(NC(=O)CN(C)S(=O)(=O)c2cccc3nsnc23)c(C)c1
  ?, -18%, -6, -3%, -1%, -6%, 18%, 4%, /

Three compounds out of the list above, ordered by the number in POLH inh, lowest first.
Each structure is followed by: G9a block, JMJD2A Tudor, PI4K2A block, Pin1 inh, PGK inhibitor, POLH inh, HP1b chromo inh, GLS inh, BAZ2B block
O=C(NC1CCCCC1)N1CCC(c2nc3ccc(Cl)cc3[nH]2)CC1
  -14%, -12%, -9, -10%, 1%, -7%, 18%, 3%, 68%[activator]
Cc1ccc(NC(=O)CN(C)S(=O)(=O)c2cccc3nsnc23)c(C)c1
  ?, -18%, -6, -3%, -1%, -6%, 18%, 4%, /
CCOc1ccc(NC(=O)C(=O)NCc2ccco2)cc1
  5%[59 µM], -12%, 0, 4%, -3%, -4%, 9%, -1%, 4%

Only part of the results is shown; count on the stated rates, not on these rows.
